# PI5P4K alpha inh = inhibitors of human PI5P4K alpha. P48426. PI5P4Kalpha enzyme, ADP-Glo luminescence, 60 min; active compounds read low. max response, %. 330,000 tested, 1.2% active; active = max response of -50% or lower; inconclusive = between -30% and -50%; inactive = -30% or higher; also: value at the top dose of about 77 µM; % is scaled to controls: 0 for no effect and ±100 for the full control effect
#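 Quantitative HTS of the MLSMR library against PI5P4Kalpha with substrate. ATP added last at 5 microM final; room temperature, 60 minutes. Remaining ATP depleted, ADP converted and read as luminescence.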
# WRN helicase inh = WRN helicase (human) inhibition; Q14191; WRN helicase unwinding, fluorescent forked duplex, kinetic; Potency, µM (top dose mostly 114 µM), inactives show top-dose activity change, negative = inhibition, most hits filed as inhibitors; 360,000 tested, 0.46% active; also: potency is read from the fitted curve at half-maximal effect; % is scaled to controls: 0 for no effect and ±100 for the full control effect; nearly all actives have a fitted effect of over 55% in size
#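 WRN at 20 nM final preincubated with compound 15 min at room temperature; reaction started with 100 nM fluorophore/quencher forked duplex oligonucleotide and 2 mM ATP final. Unwinding followed kinetically by red fluorescence (ex 525, em 598 nm).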
# EPAC1 antag = EPAC1 (human) antagonism; AID 720709; 360,000 tested, 0.14% active; EPAC1 GEF assay, Rap1b-BODIPY-GDP exchange fluorescence; Potency, µM (highest dose often 115 µM), without a hit: at the top dose activity change, negative = inhibition, actives largely listed as inhibitors; O95398;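 also: potency is read from the fitted curve at half-maximal effect; plate controls were vehicle for no effect and positive control for full effect; nearly all actives have a fitted effect of over 50% in size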
# Target sequence (O95398 whole entry, looked up): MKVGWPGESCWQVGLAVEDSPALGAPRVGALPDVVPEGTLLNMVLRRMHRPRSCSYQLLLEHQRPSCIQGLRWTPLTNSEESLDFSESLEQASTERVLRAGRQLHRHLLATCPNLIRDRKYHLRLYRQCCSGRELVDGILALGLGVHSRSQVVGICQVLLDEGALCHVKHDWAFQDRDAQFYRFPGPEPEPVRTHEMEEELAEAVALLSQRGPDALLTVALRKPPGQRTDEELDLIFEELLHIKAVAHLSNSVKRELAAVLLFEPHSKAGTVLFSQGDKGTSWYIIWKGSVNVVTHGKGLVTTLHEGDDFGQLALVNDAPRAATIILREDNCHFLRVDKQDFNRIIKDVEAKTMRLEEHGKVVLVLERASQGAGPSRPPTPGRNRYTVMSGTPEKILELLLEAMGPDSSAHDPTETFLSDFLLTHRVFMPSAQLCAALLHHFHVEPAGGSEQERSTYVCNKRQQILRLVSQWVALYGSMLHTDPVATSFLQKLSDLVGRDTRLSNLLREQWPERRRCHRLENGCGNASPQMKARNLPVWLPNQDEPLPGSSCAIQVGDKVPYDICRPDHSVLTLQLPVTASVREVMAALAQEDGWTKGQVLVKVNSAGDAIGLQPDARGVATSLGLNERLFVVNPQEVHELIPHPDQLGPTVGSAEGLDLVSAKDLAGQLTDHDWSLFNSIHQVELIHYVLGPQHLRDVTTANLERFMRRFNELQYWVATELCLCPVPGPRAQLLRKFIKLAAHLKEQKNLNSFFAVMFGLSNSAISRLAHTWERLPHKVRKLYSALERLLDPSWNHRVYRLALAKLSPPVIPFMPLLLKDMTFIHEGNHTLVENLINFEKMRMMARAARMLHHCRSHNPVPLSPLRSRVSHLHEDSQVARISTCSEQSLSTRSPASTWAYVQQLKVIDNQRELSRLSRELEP
# IL-2 act = activators of IL-2; IL-2 activation reporter assay, cell-based qHTS; stimulated with anti-CD3/CD4/CD28 beads; in transgenic mouse T cells; activation, % (series mostly up to about 46 µM); 360,000 tested, 0.065% active; in the data active = activation above about 50%; inconclusive = mostly about 30% to 49%; also: 0% is about no effect
#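 Quantitative HTS in unstimulated transgenic mouse T cells, with memory T cells as non-tolerant control and PMA/ionomycin as tolerance-bypass control. Compound pretreatment lasted 60 minutes before 18 h bead stimulation; EGFP/DsRed fluorescence read.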
# EPAC1 ag = activates human EPAC1 exchange factor | O95398 | EPAC1 agonist qHTS, biochemical assay; response scale: 100% = response to 6.5 mM cAMP | Potency, µM (highest dose often 154 µM), inactives show top-dose activation, usual class: activators | 360,000 tested, 0.073% active; also: potency is read from the fitted curve at half-maximal effect; nearly all actives have a fitted effect of over 60% in size
#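 Nucleotide exchange assay: 100 nM EPAC1 with 250 nM Rap1B loaded with BODIPY-GDP and 50 uM GDP, room temperature. Fluorescence (480/540 nm) read every 5 min for 30 min; signal change normalized to 6.5 mM cAMP as full agonist.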
# PLK1 PBD block = inhibitors of human PLK1 polo-box domain binding; P53350; Plk1 PBD binding of FITC phosphopeptide, fluorescence polarization; Potency, µM, for the others: max response, negative = inhibition, actives largely listed as inhibitors; 360,000 tested, 2.8% active; AID 720504; also: potency is read from the fitted curve at half-maximal effect; series mostly up to about 57 µM; % is scaled to controls: 0 for no effect and ±100 for the full control effect; nearly all actives have a fitted effect of over 65% in size
# FUS suppressor = rescues growth of FUS-expressing yeast | S. cerevisiae FUS-expressing, growth rescue, OD600, 24 h | Potency, µM (doses to about 76.6 µM), inactives show at the highest dose growth rescue (activation), hits mostly activators | 390,000 tested, 0.24% active;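 also: potency is read from the fitted curve at half-maximal effect; plate controls were DMSO vehicle for no effect and reference control for full effect; nearly all actives have a fitted effect of over 55% in size; some results filed as inactive show a strong effect at the top dose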
#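 Cultures pregrown in 2.5% raffinose medium are shifted to minimal medium containing 2% galactose to express toxic FUS. Compounds are tested at several concentrations. After 24hr at 30C, growth is quantified at 600 nm absorbance.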
# Abeta rescue = A-beta toxicity reversal in yeast; Potency, µM (highest dose often 46.1 µM), for the others: at the top dose growth rescue, most hits filed as activators; yeast expressing A-beta42, growth rescue, OD600, 48 h; response scale: 0% DMSO, 100% iron-clioquinol control; AID 1347071; 410,000 tested, 0.063% active; also: potency is read from the fitted curve at half-maximal effect; nearly all actives have a fitted effect of over 55% in size
#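 Growth rescue measured by 600 nm absorbance after 48 h yeast culture at 30 C with compound. Values normalized between DMSO and an equimolar ferric chloride plus clioquinol control.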
# An asterisk follows results filed as active; ? = inconclusive; . = not tested or not shown; & = joins results of further samples; [ ] = remark or other dose. Unless noted, calls follow the shape of the dose curve; as a rule, active = well fitted curve in the direction sought with a large enough effect; inconclusive = small, poorly fitted or top-dose-only effect, or another doubt; inactive = no such curve, though single readings can be large; an effect the other way counts as inactive or inconclusive.
SMILES,PI5P4K alpha inh,WRN helicase inh,EPAC1 antag,IL-2 act,EPAC1 ag,PLK1 PBD block,FUS suppressor,Abeta rescue
O=[N+]([O-])c1ccccc1N/N=C/c1cccc(O)c1O,-6,-20%,2%,0.1,2%,-6%,14%,-20%
CCOC(=O)CCCNC(=O)CCNC(=O)c1ccc(OCCC(C)C)cc1,5,1%,-2%,-2.6,-4%,5%,29%,-3%
O=C(Cn1c(C(F)(F)F)nc2ccccc21)NCCN1CCCC1,.,3%,8%,-1.2,2%,-5%,16%,-19%
O=C1c2cccnc2C(=O)N1Cc1ccc2c(c1)OCO2,.,3%,9%,-0.9,-11%,-1%,4%,29%
Nc1nonc1N/N=C/c1c(O)ccc2ccccc12,-6,-13%,?,0.9,1%,-3%,13%,2%
O=S(=O)(NCCOc1ccccc1F)c1cccc(Br)c1,0,-5%,-23%,-0.6,4%,-14%,6%,?
COC(=O)Nc1ccc(S(=O)(=O)N2CCCC(C(=O)O)C2)cc1 (stereo unspecified),0,-3%,-5%,-1.5,-6%,5%,48%,4%
O=C(N/C(=C/c1cccs1)C(=O)N1CCOCC1)c1cccs1,5,-7%,-4%,2.7,2%,1%,.,7%
CCCC(C)NC(=O)C1CC(=O)N(CCc2ccc(F)cc2)C1 (stereo unspecified),3,8%,-25%,0.1,-13%,-4%,-21%,3%
Cc1cc(C)cc(NC(=O)OCCN2CCN(Cc3ccccc3)CCC2=O)c1,4,-33%,-5%,2.3,-10%,-9%,-14%,7%
COc1cccc2c1O/C(=N\O)C(C(=O)Nc1ccc(C)cc1)C2 (stereo unspecified),1,7%,9%,-2.0,-5%,6%,-19%,11%
COc1ccccc1-n1cnnc1SCC(=O)NCC1CCCO1 (stereo unspecified),2,15%,8%,-0.2,8%,-13%,-8%,-14%
COc1cc(C(=O)Nc2cc(C)ccn2)cc(OC)c1OC,.,-2%,12%,0.5,3%,-3%,11%,2%
CCOc1cccc(SCc2noc(C(=O)NCC3CCCO3)c2C(=O)O)c1 (stereo unspecified),-20,0%,1%,1.0,-2%,-11%,-9%,-4%
O=C(O)CC(C(=O)O)N1C(=O)/C(=C/C=C/c2ccco2)SC1=S (stereo unspecified),-55*,10µM*,-26%,0.9,16%,2.4µM*,5%,9%
CCOCC(=O)Nc1cc(C(=O)NCCc2ccccc2)ccc1Cl,0,-3%,14%,2.3,-8%,0%,10%,17%
Cc1cccc(CNC(=O)C2CCC(=O)N(CCCc3ccccc3)C2)c1 (stereo unspecified),-2,18%,13%,-1.0,0%,5%,11%,1%
O=C(CCCC(=O)OCC(=O)c1ccc(Cl)cc1Cl)Nc1cc(C(F)(F)F)ccc1Cl,2,-6%,-13%,-0.3,7%,-9%,-5%,23%
COc1ccc(C(=O)N2CCC(C(=O)N3CCN(c4ccccc4)CC3)CC2)cc1,-2,-4%,4%,-2.5,-3%,-4%,3%,17%
CCN1CCN(c2ccc(S(=O)(=O)N3CCOCC3)cc2NC(=O)CCC(C)C)CC1,0,13%,-17%,-1.2,4%,-10%,11%,-8%
Cc1ccc(-n2c(C)nn(-c3ncc(C(F)(F)F)cc3Cl)c2=O)cc1,0,-12%,5%,-2.1,-4%,-15%,7%,-4%
Cc1cccc(C)c1NC(=O)N1CC=CCC1,1,6%,-9%,-0.9,10%,-3%,-18%,-5%
Cc1ccccc1OCCN(C#N)c1nc(N(C)C)nc(N(C)C)n1,1,-1%,-23%,-4.0,16%,-18%,24%,6%
CCOc1ccc(-c2n[nH]c(=S)n2/N=C/c2cc3c(cc2[N+](=O)[O-])OCO3)cc1,-18,-27%[57.1 µM],39%[activator],3.1,14%,?,34%,7%
N#C/C(=C\c1ccc(OC(=O)c2cccs2)cc1)c1nc2ccccc2[nH]1,-13,?,-13%,1.7,-5%,6%,.,-2%
Cc1ccc(OCc2cc(C(=O)NC(C)Cc3cccnc3)no2)cc1C (stereo unspecified),-5,2%,-8%,-4.0,1%,1%,13%,-9%
COc1ccccc1N(C)S(=O)(=O)c1ccc(C(=O)NCCc2ccc(F)cc2)cc1,-16,-7%,-26%,-2.7,-4%,3%,1%,27%
CC(=O)C[C@@H]1OC2CCCCC2N1S(=O)(=O)c1ccc(C)cc1 (stereo partly specified),-1,-4%,9%,1.6,-4%,-2%,-2%,5%
O=C(CC(c1ccccc1)c1ccccc1)Nc1ccc(C(=O)O)cc1,3,1%,-10%,0.8,10%,-7%,-13%,-3%
O=C(NCCc1ccccn1)c1ccc(OC2CCN(Cc3ccccn3)CC2)cc1,-3,12%,-2%,-1.2,-15%,-14%,3%,4%
Cc1ccc(O)c(/C=N/NC(=O)c2[nH]ncc2Br)c1,2,-37%,-7%,-1.8,-23%,-11%,.,0%
CC(=O)SCC(C)C(=O)NCc1ccccc1 (stereo unspecified),.,-7%,4%,-0.1,2%,-2%,-12%,6%
Cc1ccc(-c2nc3cc(Br)cnc3nc2-c2ccc(C)cc2)cc1,-2,-6%,-22%,-5.6,4%,-16%,7%,4%
COc1ccc(OC)c(/C=N\Nc2nccs2)c1,-27,0%,6%,0.2,6%,-9%,10%,21%
CC(=O)OCn1ncc(N2CCOCC2)c(Br)c1=O,4,13%,-12%,0.5,9%,-13%,-10%,3%
O=C(Nc1ccc(CN2CCCCC2)cc1)c1ccc2c(c1)OCO2,.,21%,14%,-3.2,4%,-3%,18%,4%
COCCn1c(SCC(=O)NNC(=O)Cc2ccccc2)nc2ccccc2c1=O,-4,5%[57.1 µM],-10%,1.0,2%,-16%,-15%,-11%
C(=C\c1ccccc1)/CN1CCN(C(CCc2ccccc2)c2nnnn2-c2ccc3c(c2)OCCO3)CC1 (stereo unspecified),14,7%,-17%,0.1,-6%,2%,5%,3%
CC(=O)Nc1ccc2nc(CN3CCN(Cc4ccc(F)cc4)C(CCO)C3)ccc2c1 (stereo unspecified),1,-3%,13%,-0.1,7%,-7%,2%,2%
COc1cc2cc(/C=C/C(=O)c3ccco3)c(Cl)nc2cc1OC,.,-9%,7%,19,8%,-3%,31%,-1%
CCNC(=S)NNC(=O)c1cc(Br)cs1,-3,4%,1%,1.0,-3%,-3%,-10%,-9%
Cc1cc(N)n2nc(-c3ccc(C(C)(C)C)cc3)cc2n1,14,-6%[57.1 µM],-16%,1.2,4%,2%,10%,-31%[inhibitor]
CCOc1ccc(/C(O)=C2/C(=O)C(=O)N(CCOCCO)C2c2ccccn2)cc1 (stereo unspecified),.,9%,-3%,-1.9,-3%,2%,9%,10%
O=C(OCCN1C(=O)c2cccc3c(N4CCOCC4)ccc(c23)C1=O)c1ccc(Cl)cc1,16,-5%,16%,5.5,3%,?,-7%,-16%
CN(C)C=NC(=O)c1cn(-c2ccc(F)cc2)c(=O)c2ccccc12,-2,3%,10%,-1.7,-3%,-7%,21%,-29%
CC(C(=O)Nc1cc(Cl)cc(Cl)c1)N1CCCC1 (stereo unspecified),7,7%,11%,1.3,4%,-2%,-19%,9%
CC[C@H](C)[C@@H]1OC(=O)[C@@H](C)[C@@H](CC)NC(=O)[C@H](C)N(C)C(=O)C(C)(C)C(=O)C(C)NC(=O)[C@H](Cc2ccccc2)N(C)C(=O)[C@H](C(C)C)N(C)C(=O)CNC(=O)[C@H](CC(C)C)N(C)C(=O)CNC1=O (stereo partly specified),4,-7%,4%,-0.8,-12%,-9%,?,-11%
CC(=O)c1ccc(N2CCN(C(=O)C3CCCN(S(=O)(=O)c4c(C)[nH]c(=O)[nH]c4=O)C3)CC2)cc1 (stereo unspecified),5,10%[57.1 µM],?,0.0,1%,15µM*,-8%,-3%
CCOC(=O)C1CCN(C(=O)Nc2cc(Cl)cc(Cl)c2)CC1,3,-4%,-9%,-5.2,4%,-3%,-4%,-21%
CC(C)(C)Cc1nc(-c2ccccn2)no1,-2,-21%,-7%,-2.9,-6%,-4%,.,-4%
O=C(OC1CCCCC1=O)c1cccc(S(=O)(=O)N2CCOCC2)c1 (stereo unspecified),-10,-25%,-14%,-0.7,-1%,-10%,10%,6%
CCOC(=O)c1ccc(NC(=S)N(CCCN2CCCCCC2)Cc2ccco2)cc1,12,4%,1%,-2.6,-3%,-2%,29%,-13%
CC1CCN(C(=O)COC(=O)[C@H](C)NS(=O)(=O)/C=C/c2ccccc2)CC1,-7,-32%,-4%,0.0,-2%,-10%,-4%,-8%
NC(=O)c1csc(-c2ccc(CO)o2)n1,4,-2%,-4%,-0.5,13%,-5%,-1%,-12%
CCCCNS(=O)(=O)c1ccc2nc(-c3cccnc3)cc(C(=O)NCCOC)c2c1,3,-6%,-18%,-0.9,-7%,-7%,-6%&8%,9%&1%
CN(C)[C@@H]1CCC[C@@H]1OC(=O)C(c1ccccc1)c1ccccc1,3,-12%,-19%,2.4,3%,0%,.,24%
O=C(O)c1cccc(NC(=O)C2CCCO2)c1 (stereo unspecified),.,-9%,-8%,-2.1,5%,-4%,8%,18%
N#Cc1cccnc1N1CCN(C(C(=O)NC2CCCC2)c2ccco2)CC1 (stereo unspecified),-1,-9%,-2%,0.8,16%,-13%,0%,7%
O=C1c2ccccc2C(c2nnnn2-c2ccc3ccccc3c2)N1C1CC1 (stereo unspecified),-2,2%,9%,-0.3,8%,2%,1%,0%
O=C(COc1cccnc1[N+](=O)[O-])c1c[nH]c2ccccc12,-21,-1%,10%,-2.0,-8%,-14%,-2%,-10%
CCN(CC)S(=O)(=O)c1ccc(C(=O)OCC(=O)NC2CCCC2)cc1,-1,11%,7%,0.0,1%,-2%,-6%,-14%

# Reprinted from the results shown for reference:
SMILES,PI5P4K alpha inh,WRN helicase inh,EPAC1 antag,IL-2 act,EPAC1 ag,PLK1 PBD block,FUS suppressor,Abeta rescue
O=[N+]([O-])c1ccccc1N/N=C/c1cccc(O)c1O,-6,-20%,2%,0.1,2%,-6%,14%,-20%
CCOC(=O)CCCNC(=O)CCNC(=O)c1ccc(OCCC(C)C)cc1,5,1%,-2%,-2.6,-4%,5%,29%,-3%
O=C(Cn1c(C(F)(F)F)nc2ccccc21)NCCN1CCCC1,.,3%,8%,-1.2,2%,-5%,16%,-19%
O=C1c2cccnc2C(=O)N1Cc1ccc2c(c1)OCO2,.,3%,9%,-0.9,-11%,-1%,4%,29%
Nc1nonc1N/N=C/c1c(O)ccc2ccccc12,-6,-13%,?,0.9,1%,-3%,13%,2%

# Source: PubChem BioAssay
